Screens (PubChem BioAssay)
Granule exo inh: LAMP-1 surface exposure blockers, TALL-104 cells – cell-based, flow cytometry, MLPCN library, primary screen; TALL-104 LAMP-1 surface exposure; cells stimulated with thapsigargin and PMA; inhibition, % at 10 µM; 360,000 compounds, 0.66% hits;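 active = inhibition above about 55%, limit read from the data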
Vif inh: HIV Vif self-association inhibitors, primary screen, imaging, HEK293T, single point | HEK293T cells, Vif self-association by quenched fluorescence, 24 h | inhibition, % at 7.49 µM | 340,000 compounds, 0.35% hits; in the data active = inhibition above about 50%, passing the limit was not always enough; also: some results filed as inactive read as strong as hits
iPSC survival up: enhancers of single-cell hiPSC survival, primary screen, ATPlite luminescence; 100% = ROCK inhibitor wells, 0% = DMSO; survival enhancement, % at 20 µM; 360,000 compounds, 0.044% hits; in the data active = survival enhancement above about 18%;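 also: cells exposed to compounds for 16 hours before the ATP read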
PDI turbidity: inhibitors of human PDI, primary screen, biochemical, turbidity, single point, plate reader; Protein disulfide-isomerase (Homo sapiens), P07237; 350,000 compounds, 0.052% hits; inhibition, % at 10 µM; PDI insulin aggregation turbidity, A650, 90 min;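 active = mean inhibition across replicates of 30% or more, whatever share of single replicates reach that level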;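 also: absorbance from insulin aggregation driven by PDI reduction with DTT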
Target sequence (P07237 whole entry, looked up): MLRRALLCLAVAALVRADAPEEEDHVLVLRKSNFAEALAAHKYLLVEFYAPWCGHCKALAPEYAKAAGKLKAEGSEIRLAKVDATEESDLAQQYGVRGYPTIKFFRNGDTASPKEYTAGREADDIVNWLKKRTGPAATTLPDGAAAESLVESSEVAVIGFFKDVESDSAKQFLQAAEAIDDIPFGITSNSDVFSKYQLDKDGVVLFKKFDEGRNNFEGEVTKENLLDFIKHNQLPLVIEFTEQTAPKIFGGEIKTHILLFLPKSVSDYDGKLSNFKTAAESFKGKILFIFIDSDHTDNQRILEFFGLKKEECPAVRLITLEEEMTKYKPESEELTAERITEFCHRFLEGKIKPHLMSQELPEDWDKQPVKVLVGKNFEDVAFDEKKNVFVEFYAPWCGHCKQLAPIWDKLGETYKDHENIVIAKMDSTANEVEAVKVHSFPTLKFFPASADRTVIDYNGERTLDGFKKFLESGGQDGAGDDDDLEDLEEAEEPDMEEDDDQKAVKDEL
CaV13 ICDI inh: Primary screen for inhibitors of IQ motif and Ca2+-dependent inactivation inhibitor domain binding in CACNA1D, Förster resonance energy transfer in living cells, …; AID 743397; 340,000 compounds, 0.098% hits; inhibition, % at 12.3 µM; HEK cells, CFP/YFP FRET ICDI-IQ, plate reader, 10 min; percent FRET-ratio fall versus neutral wells;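 active = mean replicate inhibition of at least 30% and at least 1% of replicates passing that level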;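 also: 0% = median of the neutral control wells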
ABCB6 inh MLPCN: ABCB6 transporter inhibitors, primary screen, K562-ABCB6 cells, flow cytometry, MLPCN library; AID 602162, 2011; 360,000 compounds, 0.19% hits; K562-ABCB6 porphyrin accumulation, 1 h; hits give low values; ATP-binding cassette sub-family B member 6 (Homo sapiens), Q9NP58; fluorescence ratio to DMSO, % at 10 µM;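 active = fluorescence ratio to DMSO below 75%, the collection mean minus 3 SD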;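 also: signal is porphyrin accumulated inside mitochondria; 100% equals median channel fluorescence of DMSO control wells; lower ratio means ABCB6 inhibition with less porphyrin fluorescence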
H9c2 protect: cardioprotection against H2O2-induced cell death, primary screen, uHTS, H9c2 cells, ATPLite luminescence; 360,000 compounds, 0.63% hits; H9c2 cardiomyocytes, H2O2 injury protection, 2 h; protection from H2O2 cell death, % at 20 µM;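 active = compounds giving at least 50% protection of heart cells from peroxide-induced death in the single-dose screen, raw or plate-pattern-corrected value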;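 also: 0% = DMSO wells with peroxide and 100% = DMSO wells without peroxide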
Glyco luc inh: increase of ERlucT glycosylation luciferase signal, primary screen, N-linked glycosylation inhibitor project, D54 ERlucT cells, luminescence, set 2. 360,000 compounds, 0.23% hits. reporter increase, % at 12.5 µM. D54 ERlucT glycosylation luciferase reporter, 24 h; percent of 100 nM tunicamycin response;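 active = mean luciferase reporter signal, scaled so untreated is 0 and the glycosylation-blocking control 100, at or above a set limit in every replicate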;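 also: luciferase carries N-glycosylation sites so blocking glycosylation raises the light; 0% = median of neutral control wells and 100% = median of 100 nM tunicamycin wells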
m5-HT2A agonist: mouse Htr2a agonists via beta-arrestin recruitment, primary screen, cell-based, luminescence. 5-hydroxytryptamine receptor 2A (Mus musculus), P35363. CHO-K1 mHTR2A beta-arrestin complementation; percent of 30 µM serotonin response. activation, % at 7.6 µM. 360,000 compounds, 0.66% hits;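 active = activation above a run cutoff, the mean activation of all tested compounds plus 3 SD, cut at about 14% in these data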;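 also: 0% = plate median of compound wells and 100% = 30 µM serotonin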
Target sequence (P35363 whole entry, looked up): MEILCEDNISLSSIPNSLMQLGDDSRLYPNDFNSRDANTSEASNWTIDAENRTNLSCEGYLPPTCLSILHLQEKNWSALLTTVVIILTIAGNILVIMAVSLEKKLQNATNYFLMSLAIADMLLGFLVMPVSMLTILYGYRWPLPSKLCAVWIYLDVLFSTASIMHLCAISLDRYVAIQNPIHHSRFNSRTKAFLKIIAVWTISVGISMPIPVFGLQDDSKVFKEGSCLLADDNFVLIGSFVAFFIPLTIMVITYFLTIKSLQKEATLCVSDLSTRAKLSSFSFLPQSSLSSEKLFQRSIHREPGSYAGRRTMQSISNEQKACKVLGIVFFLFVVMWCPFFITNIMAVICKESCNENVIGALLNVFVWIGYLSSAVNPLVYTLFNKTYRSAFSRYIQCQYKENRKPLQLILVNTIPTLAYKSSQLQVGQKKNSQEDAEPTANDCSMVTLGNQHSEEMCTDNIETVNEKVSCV
aDG glyco act: activators of alpha-DG glycosylation, primary screen, uHTS, Pro5-aDG cells, AlphaScreen; 360,000 compounds, 0.22% hits; alpha-DG glycosylation AlphaScreen (IIH6); 0% Pro5, 100% B10-LARGE cell signal; AID 624168, 2012; activation, % at 10 µM;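 active = activation of at least 8% versus controls, or a plate z-score of at least 8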;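 also: Pro5 are CHO cells carrying HIG-tagged alpha-DG that lacks glycosylation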
An asterisk follows results filed as active; . = no result given.

The line under a structure holds: Granule exo inh	Vif inh	iPSC survival up	PDI turbidity	CaV13 ICDI inh	ABCB6 inh MLPCN	H9c2 protect	Glyco luc inh	m5-HT2A agonist	aDG glyco act
Cc1ccc(Nc2nc(N)nc(CSC(=S)N3CCN(c4ccccc4)CC3)n2)cc1
    -3	1	1.2	-5	-10	97	-1	-2	0	0.1
CCOP(=O)(OCC)C(Nc1ccccc1)c1cc(OC)ccc1OC (configuration not stated)
    -1	4	-0.8	-4	-3	102	8	-4	-1	-0.2
Cc1cn(S(=O)(=O)c2ccc(Br)cc2)cn1
    2	-1	-0.7	1	-4	92	0	1	1	0.2
CN1CCNC(=O)C1CC(=O)NCC1(c2ccccc2)CCCCC1 (configuration not stated)
    2	-5	-0.7	2	0	104	-2	2	2	-0.4
CN(C)C(=O)CCc1ccc2c3c([nH]c2c1)[C@]1(C)[C@@H](C(=O)N2CCCCC2)C[C@H](CC(=O)NCCc2ccccn2)C(=O)N1CC3
    -3	-8	-2.4	4	-6	96	-5	0	-5	-0.2
O=C1CC(=O)Nc2cc(S(=O)(=O)N3CCOc4ccccc43)ccc2N1
    30	-6	3.8	.	-6	102	18	-1	26*	0.0
O=C(Nc1ccc(S(=O)(=O)N2CCCC2)cc1)c1ccc([N+](=O)[O-])o1
    -18	7	-3.0	-2	.	113	41	15	-2	-0.3
CCOC(=O)C1CCN(C2CCN(C(=O)c3oc4c(F)cccc4c3C)CC2)CC1
    6	.	-0.3	-3	-2	93	2	.	-3	0.1
O=C(COc1ccccc1)Nc1nnc(S(=O)(=O)N2CCCCCC2)s1
    -4	.	0.4	-11	-5	103	9	0	1	-0.1
Cc1cccc(N(C)S(=O)(=O)c2ccc3c(c2)NC(=O)CC(=O)N3)c1
    -3	1	1.4	1	-2	91	-1	3	-1	0.2
Cc1cc(=O)oc2cc(OCC(=O)NCc3ccncc3)ccc12
    0	.	-0.6	-4	-7	104	2	1	3	-0.3
CCCCc1nc2cc(C(=O)N3CCCCC3CCO)ccc2o1 (configuration not stated)
    -7	-2	-0.5	2	-6	104	-2	-3	-1	0.5
O=C(Nc1ccncc1)c1ccc(-c2ccccc2)cc1
    0	-22	-0.7	6	-4	94	-31	-2	2	9.1*
COc1cc(OC)c2c(-c3cccc(-c4ccc(OC)c(OC)c4)c3)cc(=O)oc2c1
    -2	32	-1.3	-7	-6	99	-3	6	4	-0.3
CC(c1ccccc1)c1nnc(NC(=O)Nc2ccccc2F)s1 (configuration not stated)
    -9	-7	-0.5	0	-19	102	-5	-3	7	0.0

The line under a structure holds: Granule exo inh	Vif inh	iPSC survival up	PDI turbidity	CaV13 ICDI inh	ABCB6 inh MLPCN	H9c2 protect	Glyco luc inh	m5-HT2A agonist	aDG glyco act
Cc1ccc(N2C(=O)Nc3ccccc3S2(=O)=O)cc1Cl
    0	-8	-0.2	0	-20	94	-9	-5	13	0.0
COc1cc(NC2c3ncccc3C(=O)N2Cc2ccco2)cc(OC)c1OC (configuration not stated)
    2	1	-0.6	-8	-6	102	6	1	5	-0.3
OC[C@@H]1[C@@H](c2ccc(Cl)cc2)C(c2ccccc2)=NN1c1ccccc1
    14	-3	-3.1	8	-7	102	21	-3	7	0.8
CN(C)/C=C(/C(=O)c1ccccc1Cl)S(C)(=O)=O
    1	-1	1.9	3	-3	99	-4	-1	0	-0.2
Nc1nc2c(Cl)ccc(Cl)c2s1
    0	-6	0.2	-2	-1	106	-6	-3	1	-0.2
COCCCn1cc(C(=O)c2cc(OC)ccc2OCC(=O)Nc2cc(C)on2)cc(C#N)c1=O
    -1	4	1.1	13	.	96	8	3	2	-0.1
COc1ccccc1CN1CC(C(=O)NCc2ccc(C)c(F)c2)CCC1=O (configuration not stated)
    -1	0	0.7	8	-3	102	-2	-2	3	0.1
CCCn1nnnc1SCC(=O)N1CCOCC1
    -1	2	-1.6	3	-4	92	-17	3	2	0.1
CCOc1cccc2sc(N(CCCN(C)C)C(=O)c3ccc(S(=O)(=O)N(CC)Cc4ccccc4)cc3)nc12
    64*	-7	-0.3	-64	-4	100	-16	-3	-12	2.3
Cc1cccc(C(=O)NC(=S)N2CCN(C(=S)NC(=O)c3cccc(C)c3)CC2)c1
    -2	7	-1.2	-26	-3	103	7	2	2	0.3
Cc1ccc(CN(C)C(=O)CCc2c[nH]c3ccccc23)o1
    19	9	0.7	0	-4	99	1	0	-3	0.3
O=C(O)c1ccc(CNC(=O)c2ccccc2NC(=O)c2cccc([N+](=O)[O-])c2)cc1
    0	22	1.5	0	4	93	8	0	5	0.0
COc1ccc(OCC(=O)OCC(=O)NC2CCCCC2C)cc1 (configuration not stated)
    11	2	-0.3	1	-2	99	0	0	3	-0.2
Cc1ccc2c(c1)C(c1ccncc1)=NNC(c1ccc(F)cc1)=N2
    -1	-10	-2.6	-2	-1	96	3	3	2	0.1
CCCOc1cc(C)c(S(=O)(=O)NCCOC)cc1C
    0	5	2.9	7	-3	92	-1	2	3	0.1

The line under a structure holds: Granule exo inh	Vif inh	iPSC survival up	PDI turbidity	CaV13 ICDI inh	ABCB6 inh MLPCN	H9c2 protect	Glyco luc inh	m5-HT2A agonist	aDG glyco act
CCc1cc2cc(C)cc(C)c2nc1SCC(=O)N1CCN(C(=O)c2ccco2)CC1
    4	-29	2.5	-7	-2	92	10	-1	-1	0.3
Clc1cccc(CSc2nccn2-c2ccccc2)c1
    -5	-15	-0.8	-1	.	85	-6	-4	2	-0.3
O=C(NCCN1CCOCC1)C(=O)NCc1ccco1
    7	13	2.1	8	-1	99	3	1	3	0.0
COc1cc(/C=C2\SC(=S)N(CCC(=O)Nc3ccccn3)C2=O)cc(OC)c1OC
    2	11	-0.4	-23	-3	97	14	2	-2	0.0
CCCCN(CC)CCNC(=O)c1cc2c(C)nc3ccccc3c2o1
    1	.	-0.8	.	-5	97	11	6	0	-0.2
N#C/C(=C/c1ccc(-c2ccc([N+](=O)[O-])cc2)o1)c1nnc(N2CCOCC2)n1-c1ccccc1
    28	1	-0.8	-2	-7	207	27	-5	1	-0.4
COc1cccc(/C=N/NC(=O)CSc2cccc3cccnc23)c1
    8	-14	0.1	-1	-3	100	-8	4	-6	0.0
CSC1=NCCN1C(=O)c1ccc2ccccc2c1
    -1	-4	1.5	2	-2	93	2	1	2	0.3
O=C(Cc1ccccc1[N+](=O)[O-])NCc1ccncc1
    1	7	0.9	-3	2	102	4	1	-3	-0.3
CCOC(=O)[C@]12CCCC=C1N(Cc1ccc(Cl)cc1Cl)C(=O)[C@H](CC(=O)NCCc1ccccc1OC)C2
    4	.	0.7	.	-4	95	.	.	-2	-0.1
CCOc1ccc(S(=O)(=O)N2CCCCC2)cc1NC(=O)Cc1ccccc1
    -2	-4	0.5	-6	-6	100	-2	-6	-7	0.5
CCN(CC(=O)Nc1ccc(C(C)=O)cc1)CC(=O)Nc1cccc(OC)c1
    7	-3	1.0	4	-5	102	-3	0	-4	0.2
O=C(C[C@H]1C/C=C\C[C@@H](Cc2ccc(F)cc2)C(=O)O[C@@H](c2ccccc2)CNC1=O)NCCO
    2	.	-1.8	-2	-11	100	9	1	0	-0.2
COc1cc(CN2CCCCC2)ccc1OCc1ccccc1
    0	-5	0.4	-7	-1	101	10	-4	3	0.2
COc1ccc([C@H]2CC(=O)C[C@@H](CCn3cc(-c4cccnc4)nn3)O2)cc1
    3	.	1.2	.	-7	96	.	.	2	0.3

The line under a structure holds: Granule exo inh	Vif inh	iPSC survival up	PDI turbidity	CaV13 ICDI inh	ABCB6 inh MLPCN	H9c2 protect	Glyco luc inh	m5-HT2A agonist	aDG glyco act
C=CCSc1nnc(-c2c[nH]c3ccccc23)n1CCOC
    -1	-1	3.6	-7	-7	90	8	0	-1	0.1
CCOC(=O)c1cc(NC(=O)c2ccoc2C)cc(C(=O)OCC)c1
    0	-4	-1.9	1	-8	93	15	1	-2	0.4
CC(=O)C[C@@H](O)CC(=O)[C@@H]1OC(=O)CCCCCCc2ccccc21
    17	18	-3.4	-2	-10	97	-1	2	-3	0.2
COc1ccc(Cl)cc1NC(=O)c1ccc2c(SCC(=O)O)c3c(nc2c1)CCCC3
    3	3	0.4	2	-2	101	4	3	-1	-0.2
O=C(COC(=O)Cc1ccc([N+](=O)[O-])cc1)NC1CCCCCC1
    5	7	-0.5	0	-3	90	5	1	-1	-0.2
COC(=O)C(Sc1nc(C)cc(C)c1C#N)c1ccccc1 (configuration not stated)
    2	7	-1.3	0	.	97	-8	2	-4	-0.2
CC1(C)CC(=O)C2=C(C1)N(CC1CCCO1)C(=O)C2(NC(=O)c1cccnc1)C(F)(F)F (configuration not stated)
    4	6	0.0	3	-4	100	1	4	3	0.3
Cc1ccccc1NC(=O)NC1CCCCCCC1
    -1	5	-0.4	1	-5	104	-9	-1	-2	-0.1
CC(=O)NC(Cc1c[nH]c2ccccc12)C(=O)OCC(=O)N1CCN(S(=O)(=O)c2ccc(Cl)cc2)CC1 (configuration not stated)
    -5	11	2.2	32*	-5	97	0	1	0	-0.1
CC(=O)Nc1ccc(S(=O)(=O)NC2(C(F)(F)F)NC(=O)N(c3ccccc3F)C2=O)cc1 (configuration not stated)
    -4	13	-0.5	1	-3	97	-2	1	0	0.3
CC1(C)CC2CC(C)(CN2C(=O)COC(=O)c2ccc(O)cc2O)C1 (configuration not stated)
    5	-2	-0.4	5	-14	91	7	0	-2	-0.2
